PfG6PD inh: PfG6PD (Plasmodium falciparum) enzyme inhibition. PfGluPho enzyme, NADPH resazurin-diaphorase fluorescence. inhibition, % at 20 µM. 350,000 compounds, 0.78% hits;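 active means inhibition reaching at least a set limit at 20 µM in the primary screen, cut at about 59% in these data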;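 further: 0% = DMSO wells with substrate and 100% = DMSO wells lacking glucose-6-phosphate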
SENP8 block: inhibitors of human SENP8 protease; inhibition, % at 20 µM; AID 602440; Q96LD8; recombinant SENP8, Nedd8 substrate fluorescence; 360,000 compounds, 0.64% hits; in the data active means inhibition mostly above about 40%, no sharp cut-off; inactive means mostly below about 27%
hIAP activ: human IAP activation; purified human IAP, CDP-Star luminescence, 30 min; active compounds read high; 1 = vehicle-only enzyme, 0 = enzyme-free background; activation factor at 10 µM; AID 2524; P09923; 330,000 compounds, 0.16% hits;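 active means activation factor of the enzyme at least 2-fold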; further: the source names both 10 and 20 µM as test concentration; values of inactives mirror those of a sister screen read the other way
MPTP block: permeability transition pore inhibition | isolated mouse mitochondria, Ca2+ swelling absorbance, 30 min | inhibition, % at 10 µM | 360,000 compounds, 1.4% hits | AID 602449;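 active means inhibition of 50% or more, scaled per plate between neutral and stimulator controls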;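 further: 0% = DMSO wells given calcium and 100% = 1 mM EGTA wells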
ATG4B inh: inhibitors of human ATG4B cysteine protease; Q9Y4P1; ATG4B cleavage of LC3-PLA2, NBD-HPC fluorescence, 1 h; inhibition, % at 8.33 µM; 340,000 compounds, 0.51% hits; in the data active means inhibition above about 40%
Target sequence (Q9Y4P1 whole entry, looked up): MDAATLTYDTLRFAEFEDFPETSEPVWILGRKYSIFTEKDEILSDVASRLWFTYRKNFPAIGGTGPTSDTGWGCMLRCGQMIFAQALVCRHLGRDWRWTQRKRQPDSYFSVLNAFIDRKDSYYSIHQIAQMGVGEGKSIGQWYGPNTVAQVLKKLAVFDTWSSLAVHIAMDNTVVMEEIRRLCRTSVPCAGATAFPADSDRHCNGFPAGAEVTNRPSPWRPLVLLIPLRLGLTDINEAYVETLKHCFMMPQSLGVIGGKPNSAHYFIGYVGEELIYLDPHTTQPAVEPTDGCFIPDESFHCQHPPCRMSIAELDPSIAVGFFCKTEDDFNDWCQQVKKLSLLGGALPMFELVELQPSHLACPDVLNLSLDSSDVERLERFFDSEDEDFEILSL
SENP1 inh: inhibitors of human SENP1 SUMO protease catalytic domain; Q9P0U3; recombinant SENP1 catalytic domain, CyPet-SUMO1-YPet FRET cleavage; inhibition, % at 10 µM; 360,000 compounds, 0.21% hits;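 active means inhibition at least 30% at 10 µM, raw YFP signal under a set limit, fluorescence ratio 0.5 to 1.5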;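 further: 0% = enzyme with DMSO and 100% = no enzyme wells; some results filed as inactive read as strong as hits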
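Controls: no-enzyme wells low, DMSO-plus-enzyme wells high control. Test system: human recombinant His6-tagged SENP1 catalytic domain enzyme. Reagent: SFCypet-SUMO1-SFYpet FRET protein substrate, 25 nM final. Doses: one dose per compound, 10 µM, 0.5% DMSO. Detection: FRET, CFP and YFP emission. Timing: 50 min reaction at room temperature.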
NR3A LBD binder: modulators (binders) of human NR3A ligand-binding domain | 340,000 compounds, 2.5% hits | Tm shift relative to glycine control, % at 25 µM | NR3A LBD differential scanning fluorimetry, Tm shift; 0% = protein alone, 100% = glycine-bound protein;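 active means melting temperature shift of at least 10% of the positive control shift, at one fixed dose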
SENP6 block: blocks the human protease SENP6; Q9GZR1; inhibition, % at 10 µM; 330,000 compounds, 1.8% hits; AID 2599; Recombinant SENP6 catalytic domain, aminoluciferin luminescence;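 active means inhibition above about 50% at the single tested dose, limit read from the data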;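 further: plate controls were DMSO wells with enzyme for no effect and DMSO wells lacking enzyme for full effect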
Target sequence (Q9GZR1 628-1112 limits assumed): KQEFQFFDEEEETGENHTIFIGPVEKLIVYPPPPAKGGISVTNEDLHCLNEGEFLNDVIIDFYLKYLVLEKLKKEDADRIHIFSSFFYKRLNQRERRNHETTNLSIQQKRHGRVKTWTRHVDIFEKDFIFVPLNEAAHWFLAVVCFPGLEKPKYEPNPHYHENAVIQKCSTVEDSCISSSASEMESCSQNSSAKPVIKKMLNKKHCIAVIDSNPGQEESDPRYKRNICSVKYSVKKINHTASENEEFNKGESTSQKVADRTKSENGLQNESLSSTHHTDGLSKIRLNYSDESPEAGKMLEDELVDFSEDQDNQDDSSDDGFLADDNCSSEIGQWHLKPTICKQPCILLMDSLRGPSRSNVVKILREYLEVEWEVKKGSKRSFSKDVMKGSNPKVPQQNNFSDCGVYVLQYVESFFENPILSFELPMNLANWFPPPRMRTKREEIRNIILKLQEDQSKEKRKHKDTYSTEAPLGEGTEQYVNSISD
An asterisk follows results filed as active; . = no result given.

SMILES | PfG6PD inh | SENP8 block | hIAP activ | MPTP block | ATG4B inh | SENP1 inh | NR3A LBD binder | SENP6 block
O=C(NCc1nc2ccccc2[nH]1)c1cccc(S(=O)(=O)N2CCCC2)c1 | 3 | 22 | 1.1 | -0.8 | 11 | 0 | -4 | -4
Cc1[nH][nH]c(=O)c1/C=N/N1CCOCC1 | -4 | 10 | 0.95 | -1.0 | -4 | -2 | -1 | 3
Cn1c(=NC(=O)CS(=O)(=O)c2ccc(F)cc2)sc2ccccc21 | 0 | -16 | 1.1 | -1.3 | -4 | -4 | -1 | -15
Cc1ccc(-c2oc3ccccc3c(=O)c2O)cc1 | -22 | -114 | 0.98 | 8.1 | 4 | -5 | 2 | -17
Cc1cccc(NC(=O)CNC(=O)CN2C(=O)NC(C)(CCC(C)C)C2=O)c1C (configuration not stated) | -4 | 11 | . | -1.8 | 1 | 2 | 1 | .
Cc1cccc(C)c1NC(=O)CN1CCN(C(=O)c2ccc(OCc3cn4ccccc4n3)cc2)CC1 | -3 | -36 | 0.85 | -0.9 | -9 | -2 | 2 | -14
O=C(NCCN1CCOCC1)c1ccc2c(c1)ncn2C1CCCCC1 | -16 | 9 | 0.97 | 0.3 | -7 | -3 | -4 | -10
COc1ccccc1C1C=C(c2ccccc2)Nc2nnnn21 (configuration not stated) | 10 | -64 | 0.86 | 3.4 | 5 | 0 | 0 | 4
CC(=O)N=c1sc(S(N)(=O)=O)nn1C | -13 | 11 | 1.1 | -0.3 | -3 | 1 | 4 | -6
Cc1ccc(NC(=O)CSc2nnc(-c3ccco3)o2)c(C)c1 | -1 | 10 | 1 | 1.6 | -8 | -1 | 0 | -10
Cc1ccccc1OCC(=O)OCC(=O)NCCNC(=O)COC(=O)COc1ccccc1C | 1 | 5 | 1.1 | 0.0 | -2 | 1 | 0 | -10
Cc1cc(OCC(=O)NCCCn2ccnc2)c2c(C)c(C)c(=O)oc2c1 | -3 | -343 | 1.3 | -1.1 | 1 | 2 | -5 | 4
Cc1cc(C2N=C(N)Nc3nc4ccccc4n32)c(C)n1-c1ccccc1Cl (configuration not stated) | 3 | 20 | 0.81 | 9.1 | 7 | -1 | 12* | -19
Cc1ccc(-c2nc3ccccc3c(=O)n2N)cc1 | 13 | 2 | 0.9 | -0.1 | -3 | 1 | -3 | 4
O=C(c1coc(=O)c(Br)c1)N1CCC(C(O)(c2ccccc2)c2ccccc2)CC1 | -3 | -450 | 0.86 | 2.0 | -5 | -2 | 3 | -14
Cc1ccc(-n2nc3c(c2NC(=O)c2c(F)cccc2Cl)CS(=O)(=O)C3)cc1C | -40 | -1 | 1.1 | 2.1 | -5 | 0 | -1 | -9
O=c1[nH]c2ccc(Cl)cc2[nH]1 | -18 | -7 | . | -0.6 | 0 | -1 | -6 | .
Cc1cccc(C)c1NC(=O)CSc1nc2ccccc2c(=O)[nH]1 | -2 | 5 | 1 | 4.9 | 2 | 1 | 2 | -7
S=C(Nc1ccccc1)Nc1ccc(OCc2ccc(Cl)cc2Cl)cc1 | -11 | 2 | 0.97 | 85* | 2 | 2 | 14* | -22
OCCCNc1nc(-c2ccccc2)c2cc(Br)ccc2n1 | -17 | -324 | 1.2 | -0.3 | -5 | -22 | 0 | -5
Cc1cccc(C(C(N)=O)c2ncc(C(F)(F)F)cc2Cl)c1 (configuration not stated) | 3 | 0 | 1 | 0.6 | 3 | 2 | -2 | -13
CCN(c1ccccc1)S(=O)(=O)c1ccc(C(=O)N2CCN(c3ccccc3F)CC2)cc1 | 11 | 10 | . | -0.9 | . | 1 | . | .
O=C(Nc1ccc(Cl)cc1)C(Cl)C(=O)c1ccccc1 (configuration not stated) | 4 | 7 | 1.2 | 6.3 | -1 | 2 | -3 | 35
CC(C)n1cc(C(=O)N2CCCC(Nc3ccc(F)c(F)c3)C2)cn1 (configuration not stated) | -15 | 8 | 1 | 0.7 | -2 | 2 | 0 | -14
Cc1c2cnn(CC(=O)O)c(=O)c2c(C)n1Cc1ccccc1 | 2 | -28 | 0.81 | -0.5 | -10 | 1 | 0 | -8
C[C@@H](NC(=O)OC(C)(C)C)C(=O)NCC1CCC(C(=O)N[C@@H](Cc2ccccc2)C(=O)O)CC1 (some centres not stated) | 4 | 4 | 1.1 | 0.0 | -7 | 1 | -1 | -8
CCCCC(=O)Nc1ccc(C2C(=O)c3ccccc3C2=O)cc1 | -15 | 8 | 1 | 0.1 | 7 | 2 | -4 | 20
Cc1ccc(C)c(S(=O)(=O)N=Nc2c(O)[nH]c3ccccc23)c1 | -40 | 6 | 0.89 | -0.3 | -4 | -6 | -1 | 18
C=CCn1c(C)csc1=Nc1ccccc1C | 2 | 12 | 1.1 | -1.7 | 3 | 1 | 0 | -5
Cc1cc(=O)n(-c2ccc3ccccc3n2)[nH]1 | -12 | 47* | 0.94 | -1.1 | -1 | 3 | -2 | 16
Cc1ccc(OCC(=O)Nc2ccccc2-c2ccccc2NC(=O)COc2ccc(C)cc2)cc1 | 14 | 15 | 1 | 1.0 | -18 | 1 | -1 | 3
COc1ccc(C(=O)Nc2ccccc2-c2nnn(CC(N)=O)n2)cc1 | -3 | 12 | . | 0.4 | 12 | -1 | -1 | .
CC(C)CN(c1ccccc1)S(=O)(=O)c1nnc(NC(=O)C(C)C)s1 | 3 | 10 | 1 | 0.4 | -2 | -1 | -11 | -2
COc1ccc(Cc2nnc(SCC(=O)N3CCN(c4ccccc4)CC3)o2)cc1 | -12 | 11 | 1.1 | 9.0 | -1 | 0 | -2 | 3
CCn1c(=O)c2cc(C(=O)N(C)c3ccccc3F)sc2c2ccccc21 | 2 | -17 | 0.89 | 2.3 | -2 | 2 | -4 | -5
CCCNC(=O)c1c(CSc2ccc(Cl)cc2)noc1C(=O)NCc1ccccc1 | 22 | 1 | 0.84 | 2.3 | 7 | 1 | -6 | -5
COc1ccc(CCNC(=O)c2ccc(NS(=O)(=O)c3ccc4[nH]c(=O)[nH]c4c3)cc2)cc1 | -16 | 1 | 1.1 | 1.2 | 0 | -4 | -2 | -3
O=C(CSc1nnc(-c2ccncc2)n1-c1ccc(Cl)cc1)NCc1cccs1 | 5 | 7 | 1.1 | 0.6 | -21 | 0 | 2 | -14
Cc1nc(C)c(C(=O)NNC(=O)c2ccc(Br)cc2)s1 | -10 | 9 | 1.1 | -0.5 | -7 | 2 | 1 | -28
C=C(C)COc1ccc(-c2[nH]ncc2Oc2ccccc2OCC)c(O)c1 | -5 | 18 | 1.8 | 1.6 | 23 | 2 | 11* | 7
CCCNC(=O)NC(=O)c1cnccc1C(F)(F)F | -8 | 20 | 1 | 1.3 | 5 | 1 | -2 | -10
Cc1noc(C)c1S(=O)(=O)N1CCC(C(=O)N2CCC(N3CCCCC3)CC2)CC1 | 11 | 6 | 1.2 | -1.6 | -6 | -1 | 0 | 6
O=C(CSc1nnc(CNC(=O)c2cccc(C(F)(F)F)c2)o1)NC1CCCC1 | -15 | 5 | 1.1 | -1.3 | 1 | 1 | 1 | -5
CCCN1C(=O)C(=O)c2cc(C)ccc21 | 9 | -27 | 0.85 | 1.4 | 0 | -6 | -1 | 2
O=C(C1COc2ccccc2O1)N1CCc2ccccc2C1 (configuration not stated) | -7 | 20 | 0.78 | -3.0 | 5 | 2 | -2 | -8
Cc1nc(NC(=O)CSc2nnc(C)n2CC2CCCO2)sc1C (configuration not stated) | -9 | 18 | 1.5 | 0.3 | -16 | 1 | 2 | 2
CCc1ccc(Nc2nnc(SCC(=O)NC(=O)CN3CCCC3=O)s2)cc1 | 4 | -4 | 0.87 | 0.3 | -2 | 0 | -2 | 0
Cc1c(C)c(C)c(/C=[N+](/C)[O-])c(C)c1C | -3 | 9 | 1 | -1.0 | 4 | 3 | -6 | -7
O=C(CN1C(=O)CC(c2ccccc2)S(=O)(=O)c2ccccc21)N1CCCCC1 (configuration not stated) | -14 | 9 | 1.1 | -1.2 | 1 | 1 | 1 | -25
CC(=O)CSc1nnc(-c2ccc(S(=O)(=O)N3CCOCC3)cc2)n1C | 0 | 4 | 1.1 | -1.1 | -6 | 2 | 0 | 8
O=C(NCc1ccccc1)C(c1ccccc1)N(Cc1ccc2c(c1)OCO2)C(=O)Cc1cccs1 (configuration not stated) | 5 | 14 | 1.2 | -0.3 | -12 | 2 | 1 | -1
C(=N\n1cnnc1)/c1cccc(OCCOc2ccccc2)c1 | 7 | 8 | 1.1 | 0.7 | -8 | 1 | 0 | -3
CCOC(=O)c1ccc(NC(=O)CN(C)S(=O)(=O)c2ccc(Br)s2)cc1 | 22 | 22 | 1.2 | -1.0 | -8 | 0 | -1 | -9
CCSc1nc2c([nH]1)c(=O)n(C)c(=S)n2C | 62* | 8 | . | -2.2 | -5 | -1 | -3 | .
O=C(c1ccco1)N1CCN(c2ccnc3cc(Cl)ccc23)CC1 | 2 | -69 | 1.2 | 2.0 | -1 | -2 | -1 | 3
CCC(CC(C)(C)O)C(=O)NNC(=S)Nc1ccccc1 (configuration not stated) | 4 | 9 | 1 | 2.1 | -10 | 3 | -1 | 7
O=C(Cn1cc([N+](=O)[O-])cn1)Nc1ccn(Cc2c(F)c(F)cc(F)c2F)n1 | -7 | 18 | 0.98 | -0.7 | -8 | 1 | -1 | 4
CC(C)OP(C)(=O)CN1CCN(CP(C)(=O)OC(C)C)CC1 (configuration not stated) | 1 | 7 | 1.1 | 0.5 | -8 | -2 | 3 | -15
CS(=O)(=O)N1CCN(c2ccccc2NC(=S)NC(=O)c2cccs2)CC1 | -1 | 17 | 0.85 | 6.5 | 1 | 6 | -7 | -34
O=C(COC(=O)CC1CC2CCC1C2)NC(=O)NC1CCCC1 (configuration not stated) | 3 | 17 | 1 | 1.5 | 7 | 4 | 0 | -25
Carrying on.
SMILES | PfG6PD inh | SENP8 block | hIAP activ | MPTP block | ATG4B inh | SENP1 inh | NR3A LBD binder | SENP6 block
CC(=O)Nc1ccc(S(=O)(=O)N2CCc3ccccc3C2)cc1 | -20 | 28 | . | 0.4 | -8 | 1 | 2 | .
CCN(CC)C(=O)c1nc[nH]c1C(=O)O[C@@H](C)c1ccccc1 | 12 | 20 | 1 | -0.1 | -8 | 1 | 0 | 2
COC1(c2ccccc2)NC(=S)NN=C1c1ccccc1 (configuration not stated) | 28 | 29 | 1.1 | 2.3 | -4 | -1 | 0 | 2
CC1CC(C)(C)NC(=S)N1CC(=O)NCc1ccc2c(c1)OCO2 (configuration not stated) | -7 | 9 | 1 | -1.1 | -7 | 0 | -1 | -10
O=[N+]([O-])c1ccccc1S(=O)(=O)N1CCN(CC2CC=CCC2)CC1 (configuration not stated) | 5 | 10 | 1.1 | -1.0 | -2 | 2 | 3 | -19
CCOC(=O)c1ccccc1NC(=O)C1CC(=O)N(C2CCCC2)C1 (configuration not stated) | -56 | -14 | . | -2.1 | 4 | -8 | 1 | .

Bioassay records from PubChem BioAssay.
